GAA inhib: inhibitors of human lysosomal alpha-glucosidase. P10253. Potency, µM (series often up to 76.9 µM), without a hit: at the top dose activity change, negative = inhibition, usual class: inhibitors. purified human GAA, 4-MU-alpha-glucoside fluorescence. 200,000 tested, 0.005% active;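 also: plate controls were uninhibited enzyme wells for no effect and no-enzyme background for full effect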
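Fluorescence at Ex 365/Em 440 nm from 4-methylumbelliferone reported enzyme activity after 20 min at room temperature. Reactions used 4 nM enzyme and 400 uM substrate at pH 5.0; curves fitted with the Hill equation.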
GAA glycogen mod: inhibitors or activators of human alpha-glucosidase glycogen cleavage. 300,000 tested, 0.38% active. recombinant GAA, glycogen substrate, Amplex Red glucose oxidase fluorescence. P10253. Potency, µM (series often up to 76.4 µM), for the others: at the top dose activity change, negative = inhibition, most hits filed as inhibitors;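 also: 0% = full enzyme reaction and -100% = no-enzyme basal signal; the screen sought inhibitors and activators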
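Natural-substrate format: glycogen cleavage by 4 nM human enzyme, glucose read by Amplex Red coupling (Ex 573, Em 610 nm). Normalized to enzyme and no-enzyme controls.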
TexasRed fluor: Texas Red fluorescence interference in TRb-SRC2 counter-screen | TRb/SRC2 Texas Red total fluorescence interference | Potency, µM (series often up to 106 µM), for the others: at the highest dose fluorescence change, negative = quenching | 280,000 tested, 0.29% active; active = well fitted curve in either direction with a large enough effect; inconclusive = small, poorly fitted or top-dose-only effect
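Human TRβ ligand-binding domain (0.6 uM) and Texas Red SRC2 peptide (20 nM) in Tris buffer with 1 uM T3 and 5% DMSO were incubated with pinned compound for 5 hr at ambient temperature. Total fluorescence was computed as S + 2P (555/632 nm).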
GoLoco inh red: blocks human Gai1 binding to RGS12 GoLoco peptide, red readout. Potency, µM (top dose mostly 61.6 µM), for inactives: at the top dose activity, negative = inhibition, usual class: inhibitors. AID 880. Gai1:RGS12 GoLoco peptide FP, rhodamine, 10 min. P63096. 230,000 tested, 0.44% active; active = well fitted inhibition curve with a large enough effect, not every such curve was filed as active; inactive = no such curve, though single readings can be large or run the other way; also: nearly all actives have a fitted effect of over 30% in size; many of its hits are not listed in these tables
Target sequence (P63096 whole entry, looked up): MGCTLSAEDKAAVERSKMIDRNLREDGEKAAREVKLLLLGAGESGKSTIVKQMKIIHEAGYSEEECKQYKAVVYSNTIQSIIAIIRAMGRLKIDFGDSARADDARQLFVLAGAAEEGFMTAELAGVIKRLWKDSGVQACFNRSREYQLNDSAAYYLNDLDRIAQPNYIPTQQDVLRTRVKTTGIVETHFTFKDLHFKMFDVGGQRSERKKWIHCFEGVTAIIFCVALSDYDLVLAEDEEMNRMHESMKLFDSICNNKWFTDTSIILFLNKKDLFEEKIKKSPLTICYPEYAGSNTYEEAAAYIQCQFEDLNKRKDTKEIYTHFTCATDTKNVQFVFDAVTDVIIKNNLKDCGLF
RECQ1 inh: blocks DNA unwinding by human RECQ1 | 240,000 tested, 0.54% active | RECQ1 DNA unwinding, red fluorescence kinetic read | Potency, µM (highest dose often 57.3 µM), for the others: at the highest dose activity, negative = inhibition, hits mostly inhibitors;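 also: plate controls were vehicle for no effect and no enzyme for full effect; nearly all actives have a fitted effect of over 30% in size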
Target sequence (P46063 whole entry, looked up): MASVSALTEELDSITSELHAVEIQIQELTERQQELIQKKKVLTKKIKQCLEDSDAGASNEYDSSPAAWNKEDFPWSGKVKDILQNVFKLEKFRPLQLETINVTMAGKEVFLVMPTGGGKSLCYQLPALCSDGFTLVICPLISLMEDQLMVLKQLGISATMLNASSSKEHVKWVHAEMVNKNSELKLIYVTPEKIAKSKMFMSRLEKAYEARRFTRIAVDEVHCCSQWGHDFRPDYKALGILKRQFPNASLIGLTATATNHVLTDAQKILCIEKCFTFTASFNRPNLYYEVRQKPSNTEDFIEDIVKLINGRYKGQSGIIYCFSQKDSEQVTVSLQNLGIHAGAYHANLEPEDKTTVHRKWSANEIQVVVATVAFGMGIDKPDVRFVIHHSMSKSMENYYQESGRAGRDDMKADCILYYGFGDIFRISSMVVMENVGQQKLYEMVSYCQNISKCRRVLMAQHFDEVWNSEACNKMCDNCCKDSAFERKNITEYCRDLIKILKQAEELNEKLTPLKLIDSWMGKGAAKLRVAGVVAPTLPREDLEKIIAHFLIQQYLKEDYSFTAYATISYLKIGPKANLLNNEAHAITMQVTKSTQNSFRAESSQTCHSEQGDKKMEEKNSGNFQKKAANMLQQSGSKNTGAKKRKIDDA
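50 nM RECQ1T1 preincubated 15 min with compound in Tris pH 8.0 buffer with MgCl2, DTT, Tween-20 and 2.5 ug/ml poly(dI-dC); started with 200 nM TAMRA/BHQ-2 forked duplex and 2 mM ATP. Unwinding read as fluorescence (525/598 nm), two reads 2 h apart.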
GAA spleen mod: inhibits or activates alpha-glucosidase in human spleen homogenate. human spleen homogenate, 4-MU-alpha-glucoside fluorescence. Potency, µM (series often up to 79.9 µM), for the others: at the highest dose activity change, negative = inhibition, most hits filed as inhibitors. AID 2112. P10253. 240,000 tested, 0.006% active;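 also: 0% = enzyme with vehicle and -100% = no enzyme basal signal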
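AC50 values come from Hill-equation fits of concentration-response data, normalized to no-enzyme and full-activity controls. Enzyme source: 1 ug human spleen homogenate; 1 mM fluorogenic 4-MU glucoside, pH 5.0 citrate buffer, 37 C, 40 min.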
L3MBTL1 inh: L3MBTL1 (human) inhibition; Potency, µM (top dose mostly 57.1 µM), inactives show at the top dose activity, negative = inhibition, actives largely listed as inhibitors; AlphaScreen L3MBTL1–H3K9me1 peptide binding; 230,000 tested, 0.66% active; AID 485360; also: nearly all actives have a fitted effect of over 60% in size
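AlphaScreen assay: L3MBTL1 (50 nM final) was preincubated 30 min at room temperature with biotinylated H3(1-15)K9me1 peptide (75 nM final), then 30 min with library compounds; streptavidin donor and nickel chelate acceptor beads (10 ug/mL final) added, 30 min dark.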
TRb-SRC2 inh: disrupts binding of human TR beta to SRC2; TRbeta-SRC2 peptide binding, fluorescence polarization; receptor liganded with 1 µM T3; Potency, µM (titrated, usually from 106 µM), without a hit: at the top dose activity change, negative = inhibition, actives largely listed as inhibitors; 280,000 tested, 0.065% active;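 also: plate controls were bound peptide for no effect and peptide without receptor for full effect; nearly all actives have a fitted effect of over 50% in size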
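Human TRb ligand-binding domain (0.6 uM) is mixed with 20 nM Texas Red SRC2 peptide and 1 uM T3; after compound addition and 5 hr at ambient temperature, polarization is measured and normalized to unbound and bound controls.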
Active calls of the source: *; [ ] = another dose, or the depositor's remark. Unless noted, calls follow the shape of the dose curve; as a rule, active = well fitted curve in the direction sought with a large enough effect; inconclusive = small, poorly fitted or top-dose-only effect, or another doubt; inactive = no such curve, though single readings can be large; an effect the other way counts as inactive or inconclusive. Unless noted, % is scaled to controls: 0 for no effect and ±100 for the full control effect; potency is read from the fitted curve at half-maximal effect. Some of the compounds tested. The share of hits here may be higher or lower than overall.

How did O=C1N/C(=N/N=C/c2ccc(F)cc2)SC1c1ccccc1 (stereo unspecified) do in these assays?
GAA glycogen mod: -1%; TexasRed fluor: -1%; GoLoco inh red: 5%; RECQ1 inh: -5%; GAA spleen mod: -2%; TRb-SRC2 inh: 2%

Results for CCOC(=O)c1c(-c2ccccc2)nc2c(C)cccn12 ?
GAA inhib: 8%; GAA glycogen mod: -12%; TexasRed fluor: -1%; GoLoco inh red: -4%; RECQ1 inh: -1%; GAA spleen mod: -2%; L3MBTL1 inh: 7%; TRb-SRC2 inh: -12%

What do the screens show for `O=C(COC(=O)c1cccc(S(=O)(=O)N2CCN(c3ccccc3)CC2)c1)NCc1ccco1`?
GAA inhib: 6%; GAA glycogen mod: 8%; TexasRed fluor: -4%; GoLoco inh red: 9%; RECQ1 inh: 35µM*; GAA spleen mod: -5%; L3MBTL1 inh: inconclusive; TRb-SRC2 inh: 14%

What do the screens show for `CCOC(=O)N1CCN(S(=O)(=O)c2ccc(OCC)c3ccccc23)CC1`?
GAA inhib: inconclusive; GAA glycogen mod: -5%; TexasRed fluor: 2%; GoLoco inh red: 6%; RECQ1 inh: -20%; GAA spleen mod: -10%; L3MBTL1 inh: -5%; TRb-SRC2 inh: 10%

Results for C=CCOC(=O)C1=C(C)Nc2nnnn2C1c1ccc(OC)cc1OC (stereo unspecified) ?
GAA inhib: -22%; GAA glycogen mod: -24%; TexasRed fluor: -7%; GoLoco inh red: 9%; RECQ1 inh: -11%; GAA spleen mod: -2%; TRb-SRC2 inh: -3%

How did CCCC12CN3CC(CCC)(CN(C1)C3C(O)C(O)C(O)CO)C2=O (stereo unspecified) do in these assays?
GAA inhib: -2%; GAA glycogen mod: 8%; TexasRed fluor: -1%; GoLoco inh red: 0%; RECQ1 inh: -1%; GAA spleen mod: 4%; L3MBTL1 inh: -2%; TRb-SRC2 inh: 0%

Results for O=C(CCN1C(=O)c2ccncc2C1=O)Nc1ccc(F)cc1 ?
GAA inhib: 1%; GAA glycogen mod: -4%; TexasRed fluor: 2%; GoLoco inh red: -2%; RECQ1 inh: inactive; GAA spleen mod: -3%; TRb-SRC2 inh: 0%

Results for COc1cc(C(=O)NNC(=O)c2ccc(NC(=O)C(C)(C)C)cc2)cc(OC)c1OC ?
GAA inhib: 10%; GAA glycogen mod: 20%; TexasRed fluor: -2%; GoLoco inh red: 11%; RECQ1 inh: -3%; GAA spleen mod: 1%; L3MBTL1 inh: 12%; TRb-SRC2 inh: 4%

Results for COc1ccc(-c2cc(C(=O)OCC(=O)Nc3ccc4c(c3)OCO4)c3ccccc3n2)cc1 ?
GAA inhib: 6%; GAA glycogen mod: 8%; TexasRed fluor: 4%; GoLoco inh red: 5%; RECQ1 inh: -12%; GAA spleen mod: 8%; L3MBTL1 inh: -3%; TRb-SRC2 inh: 3%

What do the screens show for `CCc1ccccc1OCC(=O)OCC(=O)c1c(N)n(C)c(=O)n(C)c1=O`?
GAA inhib: -3%; GAA glycogen mod: 0%; TexasRed fluor: 2%; GoLoco inh red: 2%; RECQ1 inh: 1%; GAA spleen mod: 1%; TRb-SRC2 inh: 12%

Structural class: those above containing a halogen
How did O=C1N/C(=N/N=C/c2ccc(F)cc2)SC1c1ccccc1 (stereo unspecified) do in these assays?
GAA glycogen mod: -1%; TexasRed fluor: -1%; GoLoco inh red: 5%; RECQ1 inh: -5%; GAA spleen mod: -2%; TRb-SRC2 inh: 2%

Results for O=C(CCN1C(=O)c2ccncc2C1=O)Nc1ccc(F)cc1 ?
GAA inhib: 1%; GAA glycogen mod: -4%; TexasRed fluor: 2%; GoLoco inh red: -2%; RECQ1 inh: inactive; GAA spleen mod: -3%; TRb-SRC2 inh: 0%

(next part)
How did COc1ccnc(Oc2ccccc2)c1C#N do in these assays?
GAA inhib: -12%; GAA glycogen mod: -15%; TexasRed fluor: -3%; GoLoco inh red: 3%; RECQ1 inh: inactive; GAA spleen mod: -3%; L3MBTL1 inh: 7%; TRb-SRC2 inh: 1%

What do the screens show for `CCCCc1nc(SCCN2CCOCC2)c2c(=O)n(C)c(=O)n(C)c2n1`?
GAA inhib: -1%; GAA glycogen mod: 9%; TexasRed fluor: 1%; GoLoco inh red: -4%; RECQ1 inh: -3%; GAA spleen mod: -2%; L3MBTL1 inh: -1%; TRb-SRC2 inh: -1%

What do the screens show for `O=C(Nc1c(Cl)ccc2nsnc12)c1cccnc1`?
GAA inhib: 1%; GAA glycogen mod: 4%; TexasRed fluor: -1%; GoLoco inh red: -2%; RECQ1 inh: -8%; GAA spleen mod: -9%; L3MBTL1 inh: 11%; TRb-SRC2 inh: -2%

What do the screens show for `O=C(COC(=O)Cc1c(Cl)cccc1Cl)NCCC1=CCCCC1`?
GAA inhib: -10%; GAA glycogen mod: 3%; TexasRed fluor: inconclusive; GoLoco inh red: 3%; RECQ1 inh: 3%; GAA spleen mod: -10%; L3MBTL1 inh: 4%; TRb-SRC2 inh: -10%

How did COc1ccccc1C(=O)NCC(c1cccnc1)N(C)C (stereo unspecified) do in these assays?
GAA inhib: 0%; GAA glycogen mod: -4%; TexasRed fluor: 1%; GoLoco inh red: 5%; RECQ1 inh: 7%; GAA spleen mod: -4%; L3MBTL1 inh: 4%; TRb-SRC2 inh: -6%

How did O=C(CCNc1n[nH]c(=O)[nH]c1=O)N1CCOCC1 do in these assays?
GAA inhib: 0%; GAA glycogen mod: -5%; TexasRed fluor: 1%; RECQ1 inh: -8%; GAA spleen mod: 0%; L3MBTL1 inh: -1%; TRb-SRC2 inh: -4%

How did Cc1ccc(NC(=O)c2cnc(N3CCN(c4ccccn4)CC3)c3ccccc23)c(Br)c1 do in these assays?
GAA inhib: 13%; GAA glycogen mod: -4%; TexasRed fluor: 1%; GoLoco inh red: 6%; RECQ1 inh: -20%; GAA spleen mod: -2%; TRb-SRC2 inh: 3%

Results for COCCN1C(=O)c2cc(C(=O)Nc3ccc(C)c(F)c3)ccc2C1Nc1ccc(C)c(F)c1 (stereo unspecified) ?
GAA inhib: 1%; GAA glycogen mod: 7%; TexasRed fluor: -1%; GoLoco inh red: -22%; RECQ1 inh: -10%; GAA spleen mod: 1%; L3MBTL1 inh: 29%; TRb-SRC2 inh: -4%

How did CCCCC(=O)Nc1nc(C)c(C(C)=O)s1 do in these assays?
GAA inhib: -5%; GAA glycogen mod: 2%; TexasRed fluor: -1%; GoLoco inh red: -3%; RECQ1 inh: -1%; GAA spleen mod: -4%; TRb-SRC2 inh: -8%

What do the screens show for `CCCn1c(CNS(=O)(=O)c2ccc(C)cc2)nc2ccccc21`?
GAA inhib: 1%; GAA glycogen mod: -2%; TexasRed fluor: 1%; GoLoco inh red: 11%; RECQ1 inh: 10%; GAA spleen mod: -4%; L3MBTL1 inh: 12%; TRb-SRC2 inh: -1%

Results for Cc1cc(NC(=O)Cn2ccsc2=N)c([N+](=O)[O-])cc1C ?
GAA inhib: 1%; GAA glycogen mod: 5%; TexasRed fluor: -4%; GoLoco inh red: 8%; RECQ1 inh: -12%; L3MBTL1 inh: 22%; TRb-SRC2 inh: -4%

What do the screens show for `CC(C)N(C(=O)COC(=O)[C@@H]1CC(O)CN1S(=O)(=O)c1ccccc1[N+](=O)[O-])C(C)C` (stereo partly specified)?
GAA inhib: -14%; GAA glycogen mod: 12%; TexasRed fluor: 0%; GoLoco inh red: -6%; RECQ1 inh: -8%; GAA spleen mod: -3%; L3MBTL1 inh: 9%; TRb-SRC2 inh: -5%

Results for COc1ccc(NC(=S)N(CCc2c(C)[nH]c3ccccc23)Cc2ccco2)cc1 ?
GAA inhib: -7%; GAA glycogen mod: inconclusive; TexasRed fluor: -2%; GoLoco inh red: 1%; RECQ1 inh: -15%; GAA spleen mod: -7%; L3MBTL1 inh: -7%; TRb-SRC2 inh: 4%

Results for CCOC(=O)CNC(=O)C1COc2ccccc2O1 (stereo unspecified) ?
GAA glycogen mod: 2%; TexasRed fluor: -1%; GoLoco inh red: 10%; RECQ1 inh: 3%; GAA spleen mod: 8%; L3MBTL1 inh: 6%; TRb-SRC2 inh: -3%

How did O=C(OCC(=O)c1cccs1)c1ccc([N+](=O)[O-])o1 do in these assays?
GAA inhib: 7%; GAA glycogen mod: 16%; TexasRed fluor: -3%; GoLoco inh red: -4%; RECQ1 inh: inactive; GAA spleen mod: -5%; L3MBTL1 inh: -22%; TRb-SRC2 inh: -6%

How did O=C(C(Cc1ccccc1)n1cccc1)N1CCCCCC1 (stereo unspecified) do in these assays?
GAA inhib: inconclusive; GAA glycogen mod: 7%; TexasRed fluor: 1%; GoLoco inh red: -6%; RECQ1 inh: inactive; GAA spleen mod: -11%; L3MBTL1 inh: -9%; TRb-SRC2 inh: -25%

What do the screens show for `Cc1cc(Cl)n2c(nc3ccccc32)c1C#N`?
GAA inhib: inconclusive; GAA glycogen mod: 2%; TexasRed fluor: 1%; GoLoco inh red: 23%; RECQ1 inh: -13%; GAA spleen mod: 10%; L3MBTL1 inh: 24%; TRb-SRC2 inh: 2%

Results for Cc1ccc(SCC(=O)NCc2cccnc2)cc1 ?
GAA inhib: 0%; GAA glycogen mod: 4%; TexasRed fluor: -2%; GoLoco inh red: 3%; RECQ1 inh: -6%; GAA spleen mod: -8%; TRb-SRC2 inh: 0%

How did COc1ccc(CC(=O)NCc2n[nH]c(=S)n2-c2cccc(C)c2)cc1 do in these assays?
GAA inhib: -12%; GAA glycogen mod: -4%; TexasRed fluor: 2%; GoLoco inh red: 0%; RECQ1 inh: -10%; GAA spleen mod: 2%; TRb-SRC2 inh: 0%

How did COCCSc1ccccc1C(=O)Nc1ccc(Br)cc1 do in these assays?
GAA inhib: 1%; GAA glycogen mod: 14%; TexasRed fluor: -4%; GoLoco inh red: -10%; RECQ1 inh: inactive; GAA spleen mod: 0%; L3MBTL1 inh: 4%[11.4 µM]; TRb-SRC2 inh: -7%

High-throughput results: PubChem BioAssay, National Center for Advancing Translational Sciences (NCATS)
